High-throughput results deposited in PubChem by several laboratories.
MDM2 E3 inh: Mdm2 E3 ligase (human) inhibition. cell-based MDM2 ubiquitination luciferase reporter, 2 h; 0 = plate control, 100 = twice control, blank-subtracted. signal enhancement, % at 5 µM. hit rate 0.11% among 210,000. AID 1230;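 active = signal enhancement of 30% or more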;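 note: luminescence tracks abundance of the self-degrading MDM2-luciferase fusion protein; higher signal means inhibition of MDM2 E3 ligase activity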
Target sequence (Q00987 whole entry, looked up, the tested form may be a part): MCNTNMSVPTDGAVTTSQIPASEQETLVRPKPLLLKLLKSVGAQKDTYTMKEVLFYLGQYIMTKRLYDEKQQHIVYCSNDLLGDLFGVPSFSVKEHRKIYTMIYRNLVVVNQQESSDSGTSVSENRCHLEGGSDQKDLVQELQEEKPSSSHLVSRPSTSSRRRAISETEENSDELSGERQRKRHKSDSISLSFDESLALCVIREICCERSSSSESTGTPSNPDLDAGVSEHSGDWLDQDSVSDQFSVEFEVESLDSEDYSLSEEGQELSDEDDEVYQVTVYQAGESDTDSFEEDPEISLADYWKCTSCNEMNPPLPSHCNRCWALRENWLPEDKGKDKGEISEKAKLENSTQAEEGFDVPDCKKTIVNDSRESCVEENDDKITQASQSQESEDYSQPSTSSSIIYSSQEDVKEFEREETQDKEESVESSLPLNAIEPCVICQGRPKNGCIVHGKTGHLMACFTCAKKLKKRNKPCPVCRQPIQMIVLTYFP
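test system = mammalian cells stably expressing self-ubiquitinating, self-degrading MDM2 E3–luciferase fusion | quantity = 2000 cells/well | incubation = cell settling 4 h, compound treatment 2 h, both 37 °C | signal = luminescence with SteadyLite reagent, 15 min at room temperature | evaluation = % enhancement relative to plate controls after blank subtraction | benchmarks = plate controls and plate blanks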
Runt-CBFb FRET: blocks binding of human RUNX1 Runt domain to CBFb | Cerulean-Runt/Venus-CBFb FRET ratio 530/480, 1 h | inhibition, % at 20 µM | hit rate 0.46% among 220,000;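 active = inhibition over about 50% at 20 µM in the single-dose screen, limit read from the data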;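 note: 0% = DMSO wells and 100% = excess unlabeled CBFb competitor control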
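Measured by: fluorescence energy transfer, 422 nm excitation, 530/480 nm emission; test system: Cerulean-tagged RUNX1 Runt domain (FRET donor) fusion protein; buffer or medium: Tris pH 7.5 buffer with BSA; compound: one dose, 20 µM compound, 1% DMSO; times: two 1 h room-temperature incubations shielded from light; benchmarks: unlabeled CBFb 5 µM, positive control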
14-3-3 Bad PPI: disrupts binding of bovine 14-3-3 zeta to phospho-Bad peptide. TR-FRET 14-3-3zeta/Dy647-pBad peptide displacement, 1 h. inhibition, % at 21.7 µM. hit rate 0.71% among 220,000. AID 781;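 active = inhibition above about 70%, limit read from the data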;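 note: 0% = full 14-3-3 plus peptide FRET controls and 100% = background without 14-3-3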
Target sequence (P63103 whole entry, looked up): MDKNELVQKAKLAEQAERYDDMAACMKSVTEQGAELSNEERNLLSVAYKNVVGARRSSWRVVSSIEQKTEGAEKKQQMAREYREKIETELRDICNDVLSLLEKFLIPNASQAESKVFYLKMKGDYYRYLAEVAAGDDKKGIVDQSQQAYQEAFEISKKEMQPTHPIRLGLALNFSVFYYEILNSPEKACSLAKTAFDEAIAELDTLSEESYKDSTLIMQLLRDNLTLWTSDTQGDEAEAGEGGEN
TbHK1 inh: T. brucei hexokinase 1 inhibition | recombinant TbHK1, G6PDH-coupled NADH A340 | inhibition, % at 10 µM | hit rate 0.11% among 220,000;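 active = inhibition of 50% or more in the single-dose primary screen; inactive = inhibition below 50%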
Runt-SMMHC FRET: Runt domain-CBFb-SMMHC interaction inhibition; Q01196+Q13951; Cerulean-Runt/Venus-CBFb-SMMHC FRET ratio 530/480, 1 h; inhibition, % at 20 µM; hit rate 0.74% among 220,000;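 active = mean inhibition across duplicate retests at 20 µM reaching about 50%, limit read from the data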;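 note: 0% = DMSO wells and 100% = wells with excess untagged CBFb-SMMHC; inhibitors lower the FRET ratio by blocking Runt binding to CBFb-SMMHC; some results filed as inactive read as strong as hits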
zVAD death inh: blocks zVAD induced death of L929 cells; L929 zVAD necroptosis rescue, ATP luminescence, 24 h; with zVAD 60 µM; viability rescue, % at 10 µM; hit rate 0.38% among 220,000;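 active = activation, scaled between plate controls, above about 75%, limit read from the data; inactive = activation under that limit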;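 note: 0% = zVAD with DMSO and 100% = DMSO alone without zVAD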
NCF1 inh: blocks human p47phox regulatory protein of NADPH oxidases; P14598; p47phox/p22phox peptide binding, fluorescence polarization, 2 h; inhibition, % at 24.7 µM; hit rate 0.53% among 220,000; AID 1274;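 active = inhibition above about 30%, limit read from the data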;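 note: 0% = p47phox with labelled peptide and 100% = labelled peptide alone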
EBV gp42 inh: EBV gp42 inhibition | Q1HVG2 | hit rate 0.42% among 220,000 | inhibition, % (tested at 21.74 µM) | Fluorescence polarization binding assay, mP read-out; in the data active = inhibition above about 50%
Target sequence (Q1HVG2 whole entry, looked up): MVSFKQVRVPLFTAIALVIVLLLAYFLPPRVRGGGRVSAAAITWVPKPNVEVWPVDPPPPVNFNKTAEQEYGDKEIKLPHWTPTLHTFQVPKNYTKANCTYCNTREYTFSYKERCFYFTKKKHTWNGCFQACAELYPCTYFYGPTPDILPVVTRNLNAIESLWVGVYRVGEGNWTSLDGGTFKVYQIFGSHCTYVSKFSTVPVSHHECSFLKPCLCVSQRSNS
Hck Nef HTS: inhibitors of human Hck kinase activated by Nef. AID 463187. inhibition, % at 20 µM. hit rate 0.68% among 220,000. Recombinant Hck-YEEI plus Nef, Z-Lyte FRET kinase assay;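 active = Hck-Nef kinase inhibition above about 50%, limit read from the data; inactive = inhibition below that limit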;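 note: 0% = DMSO with Hck plus Nef and 100% = Hck alone without Nef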
Numbers without * were called inactive; / = not tested or not shown; [ ] = another dose, or the depositor's remark.

SMILES | MDM2 E3 inh | Runt-CBFb FRET | 14-3-3 Bad PPI | TbHK1 inh | Runt-SMMHC FRET | zVAD death inh | NCF1 inh | EBV gp42 inh | Hck Nef HTS
CCOC(=O)c1cnc2ccc(C(=O)OC)cc2c1Nc1ccc(C(=O)O)cc1 | -9 | 0 | -16 | -3 | 2 | 19 | 1 | -22 | 20
CCC(NC(=O)NCc1ccccc1)(C(F)(F)F)C(F)(F)F | -11 | 1 | 16[fluorescence artefact?] | -2 | 2 | 0.8 | 10 | -17 | 2
COCCn1c(=NC(=O)CSC(C)=O)sc2cc(F)ccc21 | -6 | 4 | 4[fluorescence artefact?] | -9 | 0 | 0.7 | -3 | 10 | 0
Cn1c(COc2cccc3cccnc23)nnc1SCC(=O)O | -88 | 0 | 4 | 0 | -2 | -0.1 | -2 | 3 | -9
CCN(CC)c1ccc(-n2c(C)cc(C=O)c2C)cc1 | -18 | 11 | -18 | -6 | 0 | 0.1 | 7 | 14 | 1
CC(=O)O/N=C(\N)c1ccc(-c2csnn2)cc1 | -9 | -1 | 3 | 1 | 3 | 1.0 | -11 | -1 | 3
COC(C[C@@H]1O[C@@H]1[C@@H](O)[C@@H](C)OCc1ccccc1)OC | -10 | 0 | -7 | -8 | 2 | -0.4 | -7 | 11 | 24
COc1ccccc1NC(=O)CC(NCCN(C)C)C(=O)O (configuration not stated) | 2 | -1 | 6 | -1 | 1 | -0.1 | -8 | -12 | 1
COc1ccc(OC)c(-n2cc3c(=O)n(C)c(=O)n(C)c3c2)c1 | -17 | 6 | -13 | 35 | 5 | 0.1 | 5 | 4 | 2
COc1ccc2oc(C)c(C(=O)Cn3ccnc3)c2c1 | -12 | 0 | -3[fluorescence artefact?] | 11 | -3 | -0.7 | -5 | -3 | 7
COc1ccc(OC)c(CN2CCCC(CCC(=O)N(C)CCc3ccccn3)C2)c1 (configuration not stated) | -3 | 2 | -13 | 0 | -5 | -1.0 | -8 | -1 | 9
COCCn1c(=O)[nH]c2cc(C(=O)NCCc3ccc(OC)c(OC)c3)ccc2c1=O | -14 | 0 | 3 | -12 | 0 | 1.9 | -28 | 50* | 8
O=C(CC1SC(=Nc2ccc3c(c2)OCCO3)NC1=O)Nc1ccc(F)cc1F (configuration not stated) | 5 | 2 | 0 | -1 | 1 | -0.1 | -11 | -5 | 4
CCOC(=O)c1nnc(-c2cccs2)nc1Oc1ccccc1C(=O)OC | -3 | 3 | 22 | -30 | 0 | -0.2 | -2 | -12 | 1
Cc1ccc(C2C(C#N)=C(N)SC(N)=C2C#N)o1 | 1 | 29 | 27 | -27 | 35 | -0.3 | -94 | 0 | 5
O=C(NNC(=S)NC(=O)c1cccs1)c1cccnc1 | -11 | 11 | -22 | -22 | -2 | 2.4 | -6 | -13 | 20
Cc1ccccc1CSc1nc2ccccc2c(=O)[nH]1 | -5 | 1 | 6 | -1 | 2 | 1.6 | 2 | -4 | -1
Cc1ccc(NC(=O)C2Cc3ccccc3CN2C(=O)c2ccccc2)cc1Cl (configuration not stated) | / | 1 | -2[fluorescence artefact?] | 0 | 6 | 0.4 | -17 | -4 | 2
CC(C)OC(=O)CSc1nc2ncccc2[nH]1 | -5 | 0 | -1[fluorescence artefact?] | -3 | -2 | 0.9 | -4 | -24 | 0
Cc1ccc2cc(CN(CC3CCCO3)C(=S)Nc3ccccc3)c(=O)[nH]c2c1 (configuration not stated) | -2 | -1 | -8 | -10 | 3 | 1.7 | -21 | -26 | 12
Cc1ccc(C(O)CSc2nnc(-c3ccc4ccccc4c3)n2C)cc1 (configuration not stated) | -1 | -3 | -1 | 0 | 4 | 1.1 | -6 | -5 | 10
CC(=O)c1ccc(OC(C)C)c(Cc2c(O)nc(N)[nH]c2=O)c1 | -4 | 0 | -21[fluorescence artefact?] | 11 | -1 | 0.4 | -16 | -12 | 2
COc1cc(CNCc2ccc(OC)c(OC)c2OC)cc(OC)c1 | -14 | 0 | 18 | 6 | -2 | -2.2 | 5 | 7 | -7
Cc1[nH]n(-c2ccccc2)c(=O)c1-c1ccc(Cl)cc1 | 10 | 0 | -10 | 5 | -2 | 0.7 | 3 | -1 | -2
Cc1ccc(-c2nc(C(=O)O)cs2)cc1 | -4 | / | 8 | 3 | 1 | 0.6 | -11 | -20 | 2
CCCc1cc(C(=O)Nc2ccccc2C(=O)OC)no1 | -16 | 0 | 0[fluorescence artefact?] | 1 | -2 | 0.4 | 2 | -5 | 19
Cc1ccc(Nc2nnc(SCC(=O)Nc3ccccc3[N+](=O)[O-])s2)cc1 | -6 | 0 | -2[fluorescence artefact?] | 0 | 1 | 0.8 | 3 | -9 | 3
Cc1ccc(C)c(OCCN2C(=O)NC3(CCc4ccccc4C3)C2=O)c1 (configuration not stated) | -8 | -1 | -4 | -1 | -2 | 0.1 | -12 | 0 | -16
N#Cc1c(-c2ccccc2)cc2nc3ccccc3n2c1N | -1 | 7 | 6[fluorescence artefact?] | -5 | 10 | 2.3 | 7 | 8 | 5
COc1ccc(-c2[nH]nc(-c3ccccc3)c2-c2nc3ccccc3[nH]2)cc1 | -5 | -2 | -5 | -3 | 3 | -0.1 | -25 | 10 | 0
CCc1nnc(NC(=O)Cc2ccc(Br)cc2)s1 | -3 | 3 | 0 | 0 | 1 | 4.0 | -2 | -15 | 7
C=C1C(=O)O[C@@H]2C[C@@H](C)[C@@H]3C=CC(=O)[C@@]3(C)[C@@H](OC(C)=O)[C@H]12 | 35* | -18 | -5 | -2 | 4 | 130* | -3 | -9 | 25
CCOC(=O)C(NC(=O)c1cccc(Cl)c1)(Nc1sc2c(c1C(N)=O)CCC2)C(F)(F)F (configuration not stated) | -15 | 6 | -7[fluorescence artefact?] | -6 | 3 | -0.3 | -24 | -12 | 1
Cc1ccc(C(=O)NCC(=O)NCC(=O)OCC(=O)c2ccc(F)cc2)cc1 | -11 | -1 | 10 | 2 | 0 | 0.2 | 4 | -1 | 1
COc1ccccc1NC(=O)Nc1ccc2c(c1)nc(C)n2C | -31 | 0 | -9 | 2 | 3 | 0.8 | 1 | -2 | 14
O=C(Cn1cncn1)NCc1ccc(Cl)cc1 | 6 | 0 | -9 | -1 | 2 | / | -10 | 4 | 7
CCS(=O)(=O)c1c([N+](=O)[O-])ncn1C | -14 | 5 | -1[fluorescence artefact?] | -4 | 5 | -0.5 | -7 | -6 | -19
CCOC(=O)C(NC(=O)c1ccccc1Cl)(Nc1ccc(C)c(C)c1)C(F)(F)F (configuration not stated) | -16 | -2 | -18 | 3 | -1 | 1.9 | -12 | -13 | 2
C=CCNc1ncnc2c1cnn2-c1cccc(C)c1 | -20 | 1 | 16 | 1 | -2 | 4.0 | -1 | 5 | 3
CCOC(=O)C1CCCN(Cc2cc(Br)c(OC)cc2OC)C1 (configuration not stated) | -11 | 1 | 60[fluorescence artefact?] | -1 | -3 | -0.1 | 8 | -16 | 1

Records listed above shown as hits in MDM2 E3 inh:
mol | MDM2 E3 inh | Runt-CBFb FRET | 14-3-3 Bad PPI | TbHK1 inh | Runt-SMMHC FRET | NCF1 inh | EBV gp42 inh | Hck Nef HTS
C=C1C(=O)O[C@@H]2C[C@@H](C)[C@@H]3C=CC(=O)[C@@]3(C)[C@@H](OC(C)=O)[C@H]12 | 35* | -18 | -5 | -2 | 4 | -3 | -9 | 25

Back to the main list, starting 2 compounds before the break.
SMILES | MDM2 E3 inh | Runt-CBFb FRET | 14-3-3 Bad PPI | TbHK1 inh | Runt-SMMHC FRET | zVAD death inh | NCF1 inh | EBV gp42 inh | Hck Nef HTS
C=CCNc1ncnc2c1cnn2-c1cccc(C)c1 | -20 | 1 | 16 | 1 | -2 | 4.0 | -1 | 5 | 3
CCOC(=O)C1CCCN(Cc2cc(Br)c(OC)cc2OC)C1 (configuration not stated) | -11 | 1 | 60[fluorescence artefact?] | -1 | -3 | -0.1 | 8 | -16 | 1
COCCCNC(=O)c1cc2c(-c3ccc(Cl)cc3)nn(C)c2s1 | -3 | 1 | 5 | -7 | -2 | 0.8 | -16 | -7 | 2
Cc1cc(S(=O)(=O)N2CCN(C(=O)CCC(=O)N3CCOCC3)CC2)ccc1Br | / | 2 | 6 | -4 | -1 | 0.6 | 1 | -22 | 13
COc1cc(/C=N/NC(=O)C(=O)NCc2ccco2)cc(Br)c1O | -15 | 8 | 55 | -48 | 3 | -0.6 | -2 | -7 | -12
CC1(c2ccccc2)O[C@@H]2C[C@H]3[C@@H]4CCC5=CC(=O)C=C[C@]5(C)[C@@]4(F)[C@@H](O)C[C@]3(C)[C@]2(C(=O)CO)O1 (some centres not stated) | -10 | 1 | 2 | -3 | -1 | 36 | -6 | -11 | -10
CCOC(=O)CNC(=O)CSc1nnc(SCC(=O)NCC(=O)OCC)s1 | -16 | -1 | -10 | -6 | -2 | 0.1 | -6 | -24 | 0
O=C(O)CCc1nn2c3ccccc3n(CC(=O)c3cccs3)c2nc1=O | 20 | 0 | 1 | -8 | 0 | 1.3 | -1 | -6 | 26
COc1cccc(S(=O)(=O)Nc2ccc3sc(C)nc3c2)c1 | -23 | 4 | -4[fluorescence artefact?] | -4 | 1 | -0.2 | 4 | -9 | -1
Cc1ccc2nc(-c3ccc(S(=O)(=O)N4CCCCC4)cc3)cn2c1 | -9 | -4 | -5 | -6 | -3 | 1.3 | -2 | -6 | 29
Cc1cc(C)n(-c2cc(N3CCOCC3)nc(-c3ccccc3)n2)n1 | 7 | -2 | 0 | -6 | -2 | 0.0 | -18 | -16 | 0
CCNC(=O)c1c(O)c2cccc3c2n(c1=O)CC3 | -5 | 3 | -13 | -9 | -2 | 1.2 | -6 | -9 | 0
COc1ccccc1CNC(=O)c1ccc2nc3[nH]c4ccccc4c3nc2c1 | -19 | -17 | 21 | -1 | -16 | 38 | 11 | 5 | 12
CC(/C=N\NC(=O)CN1CCN(S(=O)(=O)c2ccc(C)cc2)CC1)=C\c1ccccc1 | -9 | -6 | 80*[fluorescence artefact?] | -17 | 0 | 2.2 | -10 | -5 | 4
Cc1cccc(N2CC(O)=C(c3nc4ccccc4n3C)C2=N)c1 | -11 | / | 0 | -5 | -1 | 0.2 | 4 | -5 | 2
Cc1ccc2oc(=O)c(/C=C(\O)c3ccccc3)nc2c1 | -12 | 2 | 3 | -4 | -3 | 7.6 | -9 | 59* | 4
O=C1c2ccccc2C(=O)N1CC1=CCS(=O)(=O)C1 | -4 | 0 | 6 | 2 | 0 | -0.4 | 5 | -13 | 0
CCOC(=O)C(NC(=O)c1ccc(F)cc1)(Nc1sc2c(c1C(N)=O)CCC2)C(F)(F)F (configuration not stated) | 2 | 1 | -24[fluorescence artefact?] | 31 | -1 | -0.1 | -14 | 5 | -4
CC(C)NC(=O)CCCc1ccccc1 | -11 | -1 | 11[fluorescence artefact?] | -3 | 1 | 0.5 | -4 | -12 | 2
CCN(CC)CCCNC(=O)c1cc(-c2ccc(O)cc2)on1 | -10 | 3 | -2 | -14 | 0 | 0.8 | -5 | 3 | 21
COc1ccc([C@H]2[C@H](C(=O)C(C)(C)C)N3N=Cc4ccccc4C3[C@]23N=C(c2ccccc2)OC3=O)cc1 (some centres not stated) | -1 | -1 | 4[fluorescence artefact?] | -12 | 1 | 0.4 | -23 | -8 | 1
COc1ccc([N+](=O)[O-])cc1NC1C2CC3CC(C2)CC1C3 (configuration not stated) | -7 | -3 | 13 | -2 | -5 | 1.4 | -5 | -4 | -1
